Assay outcomes deposited in PubChem by Fisher Drug Discovery Resource Center.
hcGAS inh: inhibitors of human cGAS; Q8N884; recombinant h-cGAS, ATP depletion, Kinase-Glo luminescence; inhibition, % at 12.5 µM; 290,000 compounds, 0.081% hits;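 also: 0% = vehicle reaction and 100% = reaction without DNA for no activity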
Target sequence (Q8N884 whole entry, looked up): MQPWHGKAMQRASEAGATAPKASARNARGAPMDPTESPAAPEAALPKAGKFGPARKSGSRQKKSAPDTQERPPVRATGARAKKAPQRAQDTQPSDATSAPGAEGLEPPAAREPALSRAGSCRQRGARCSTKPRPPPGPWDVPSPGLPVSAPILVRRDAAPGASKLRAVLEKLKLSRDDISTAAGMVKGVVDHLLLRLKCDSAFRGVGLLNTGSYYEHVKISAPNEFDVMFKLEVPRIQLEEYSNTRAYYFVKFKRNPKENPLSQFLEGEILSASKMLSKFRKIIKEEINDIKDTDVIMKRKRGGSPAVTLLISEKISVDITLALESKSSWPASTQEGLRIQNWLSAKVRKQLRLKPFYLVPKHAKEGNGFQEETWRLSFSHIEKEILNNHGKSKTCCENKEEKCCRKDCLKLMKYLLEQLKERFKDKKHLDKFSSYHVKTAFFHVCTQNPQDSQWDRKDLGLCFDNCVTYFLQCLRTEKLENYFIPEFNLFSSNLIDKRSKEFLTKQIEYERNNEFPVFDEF
mcGAS lum: mouse cGAS inhibition by luminescence; 160,000 compounds, 0.15% hits; recombinant cGAS, Kinase-Glo ATP depletion luminescence; Q8C6L5; AID 1259399; inhibition, % at 12.5 µM;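 also: 0% = negative control wells and 100% = reference inhibitor with no enzyme activity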
NPYLR7 agonist: mosquito NPYLR7 agonism; 270,000 compounds, 0.15% hits; activation, % at 10 µM; HEK293T NPYLR7/Galpha15, GCaMP6s calcium fluorescence; AID 1259423; in the data active = activation above about 40%;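 also: 0% = vehicle and 100% = reference agonist at the receptor; some compounds past the cut are filed as inactive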
Active calls of the source: *; nt = no result given. Rule as the data show it, unless noted: active = inhibition above about 40%; inactive = the rest.

1	COc1ccc(-c2nn(-c3ccc(F)cc3)c(OC(C)=O)c2-c2ccc(NC(C)=O)cc2)cc1
2	CN(C)CCNC(=S)Nc1ccc(SC(F)F)cc1
3	Cc1sc2ncnc(NC3CCN(C(C)C)CC3)c2c1C
4	O=C(NC1CCC(NC(=O)[C@H]2CCCN2C(=O)CSc2ccccc2)CC1)c1ccccc1 (stereo not given in full)
5	CCCCC(=O)n1ccn(S(=O)(=O)c2ccc(C)cc2)c1=O
Compound	1	2	3	4	5
hcGAS inh	1.5	-3.0	-9.9	-3.2	-1.8
NPYLR7 agonist	-0.7	2.7	-12.8	-1.9	0.6
mcGAS lum	-2.4	-4.5	nt	-2.5	1.3

6	O=C(C1CCCC1)N1CCSC12C(=O)N(Cc1ccccc1Cl)c1ccc(F)cc12 (stereo not given)
7	CCC(=O)Nc1cccc(C2SCC(=O)N2c2cccc(F)c2C)c1 (stereo not given)
8	COC(=O)c1ccc(C(=O)NCc2cccc(-c3ncc(-c4ccc(F)cc4)[nH]3)c2)cc1
9	O=C(CNC(=O)C1CC1c1cc(Cl)cc(Cl)c1)NCCO (stereo not given)
10	COc1ccc(OC)c(S(=O)(=O)N2CCC(C)CC(C)(C)C2)c1 (stereo not given)
Compound	6	7	8	9	10
hcGAS inh	-4.4	-3.7	-6.1	-5.8	-6.3
NPYLR7 agonist	17.3	25.8	-6.6	1.8	-8.8
mcGAS lum	-4.6	-6.3	-6.5	-13.3	-6.3

11	O=C(NC1CC1)C1CCCN(C2CCN(C(=O)c3coc4ccccc34)CC2)C1 (stereo not given)
12	COc1ccc(OCC(=O)N2CCOC(Cc3ccccc3)C2)cc1 (stereo not given)
13	CS(=O)(=O)C1CCC(OC(=O)c2coc3ccccc23)C1 (stereo not given)
14	CCc1[nH]c2c(CNC(=O)C(C)N3CCN(C)CC3)cc(C)cc2c1C (stereo not given)
15	Cc1ccc(C)c(CN(Cc2ccc3c(c2)OCO3)CC(O)COCc2ccccc2)c1 (stereo not given)
Compound	11	12	13	14	15
hcGAS inh	-8.1	1.0	-9.6	-6.1	-2.7
NPYLR7 agonist	23.0	-7.6	5.8	-2.2	7.3
mcGAS lum	nt	-3.0	nt	nt	-5.0

16	COc1ccccc1NC(=O)CCNC(=O)c1ccc2c(c1)CCO2
17	CCN(Cc1cccc2cccnc12)C(C)c1ccc(C#N)cc1 (stereo not given)
18	Cc1noc(C)c1C1CCCN1C(=O)c1ccc(Cn2ccnc2)o1 (stereo not given)
19	O=C1OC(Cc2ccncc2)C(=O)C1C1=NCCCN1 (stereo not given)
20	C=CCN(Cc1ccccc1OC)C(=O)c1c(C)nn(C)c1C
Compound	16	17	18	19	20
hcGAS inh	-7.7	-15.7	-4.0	-4.1	-0.8
NPYLR7 agonist	4.9	5.5	-6.1	7.5	2.1
mcGAS lum	nt	nt	nt	nt	nt

21	Cc1c(C(=O)N2CC(C)CC(C)C2)c(C(F)(F)F)nn1C1CCCN(C)C1 (stereo not given)
22	CCn1c2ccccc2n2c(SCc3nc4ccccc4[nH]3)nnc12
23	CC(=O)c1cccc(N2C(=O)CC3CS(=O)(=O)CC32)c1 (stereo not given)
24	COc1ccc(NC(=O)Nc2ccc(-c3csc4nc(C)cc(=O)n34)cc2)cc1
25	N#CCCN1CCN(S(=O)(=O)c2ccc(S(=O)(=O)NC3CCCC3)cc2)CC1
Compound	21	22	23	24	25
hcGAS inh	-4.9	-3.7	-4.5	1.9	-6.9
NPYLR7 agonist	14.7	7.9	-0.5	-6.0	-0.2
mcGAS lum	nt	nt	-7.5	-2.7	nt

Given field by field: two of the compounds above.
[4] O=C(NC1CCC(NC(=O)[C@H]2CCCN2C(=O)CSc2ccccc2)CC1)c1ccccc1 (stereo not given in full)
  hcGAS inh: -3.2
  NPYLR7 agonist: -1.9
  mcGAS lum: -2.5
[5] CCCCC(=O)n1ccn(S(=O)(=O)c2ccc(C)cc2)c1=O
  hcGAS inh: -1.8
  NPYLR7 agonist: 0.6
  mcGAS lum: 1.3

Next part.
26	CNC(=O)c1cn(Cc2ccccc2Cl)nc1-c1ccccc1
27	Cc1ccsc1CN(Cc1ccc2c(c1)OCO2)C(=O)CN(CCN1CCCC1)C(=O)c1ccc(Cl)cc1Cl
28	CN(CC(=O)Nc1cccc2ccccc12)C(=O)C1CC2CCC(C1)C21SCCS1 (stereo not given)
29	CC(C)Cn1c(O)c(C2=c3ccc(Cl)cc3=NC2=O)c2ccccc21
30	Cc1nnc(Sc2nc3c(c(=O)[nH]c(=O)n3C)n2Cc2ccc(Cl)cc2)s1
Compound	26	27	28	29	30
hcGAS inh	-0.3	-4.3	4.2	2.6	-9.1
NPYLR7 agonist	1.0	6.1	-0.1	-1.5	10.8
mcGAS lum	-3.5	-3.0	-3.1	nt	nt

31	CC(C)n1cc(C#N)c(NS(=O)(=O)c2ccc(S(C)(=O)=O)cc2)n1
32	CCNc1nn(CC(=O)Nc2c(C)cccc2C)c(N)c1-c1nc(-c2ccccc2C)no1
33	O=C(Cc1[nH]nc2ccccc12)N1CCCC1CC1CCCCC1 (stereo not given)
34	Cn1ncc2c(N3CCOCC3)nc(NCCO)nc21
35	C=CCN(CC(=O)N1CCc2sccc2C1c1ccc(Cl)cc1Cl)C(=O)c1cccc(C(F)(F)F)c1 (stereo not given)
Compound	31	32	33	34	35
hcGAS inh	-5.5	-5.1	-6.3	-3.6	-1.0
NPYLR7 agonist	1.0	nt	6.5	4.4	0.1
mcGAS lum	-9.2	-7.0	nt	-6.2	-3.6

An excerpt from above with just hcGAS inh.
No.	Molecule	hcGAS inh
33	O=C(Cc1[nH]nc2ccccc12)N1CCCC1CC1CCCCC1 (stereo not given)	-6.3
34	Cn1ncc2c(N3CCOCC3)nc(NCCO)nc21	-3.6

The listing continues.
36	Cc1nsc(NC(=O)N2CCC(C(O)CCc3ccccc3)CC2)n1 (stereo not given)
37	O=C(COc1ccc(Cl)cc1)N1CCC2(CC1)SCCN2C(=O)CCc1ccccc1
38	COC(=O)c1ccccc1NC(=O)N1CCC(Cc2ccc(OC)cc2)CC1
39	Cc1cc(CC(C)NC(=O)CSCc2ccccc2Cl)n[nH]1 (stereo not given)
40	COc1ccc(N=C(N)N=C(N)N)cc1
Compound	36	37	38	39	40
hcGAS inh	-3.5	-2.3	-1.1	-0.3	4.0
NPYLR7 agonist	5.1	-1.1	2.3	-8.2	1.9
mcGAS lum	-11.5	-4.1	-6.8	-10.5	-1.4

Quoted from the listing:
For mcGAS lum, `CNC(=O)c1cn(Cc2ccccc2Cl)nc1-c1ccccc1` is listed with -3.5
For hcGAS inh, `CCC(=O)Nc1cccc(C2SCC(=O)N2c2cccc(F)c2C)c1` (stereo not given) is listed with -3.7
For hcGAS inh, `Cc1ccsc1CN(Cc1ccc2c(c1)OCO2)C(=O)CN(CCN1CCCC1)C(=O)c1ccc(Cl)cc1Cl` is listed with -4.3
For NPYLR7 agonist, `CC(=O)c1cccc(N2C(=O)CC3CS(=O)(=O)CC32)c1` (stereo not given) is listed with -0.5
For hcGAS inh, `O=C(NC1CC1)C1CCCN(C2CCN(C(=O)c3coc4ccccc34)CC2)C1` (stereo not given) is listed with -8.1

(list continues)
41	CO[C@H]1COC[C@@H]1NC(=O)CCn1c(C)cc2ccccc21
42	CC1(C)SC(=O)N(Cc2ccc(C(F)(F)F)cc2)C1=O
43	FC(F)(F)c1cc(-c2ccccc2)nc(-n2cc(Br)cn2)n1
44	Cc1ccc(C)c(NC(=O)Cn2c(=O)n(Cc3ccccc3)c(=O)c3oc4ccccc4c32)c1
45	CCO[C@H]1C[C@@H]2O[C@H]1[C@H]1CN(Cc3ccccc3)C[C@H]1[C@@H]2O
Compound	41	42	43	44	45
hcGAS inh	-7.0	-15.0	-7.5	-10.7	-2.5
NPYLR7 agonist	21.5	1.3	5.4	9.9	5.7
mcGAS lum	nt	nt	nt	-7.8	-4.8

46	CCc1cc(=O)oc2cc3oc(C)c(-c4ccccc4)c3cc12
47	COc1ccc(C(=O)N2CCC3(CC2)CN(C2CCC2)CC3CO)cn1 (stereo not given)
48	Cc1ccc(CN2CCCn3c2nc2c3c(=O)[nH]c(=O)n2C)cc1
49	Cc1ccc(-c2nc3cc(C)ccn3c2NC(=O)C(C)C)cc1
50	c1ccc(-c2cn3c4ccccc4nc3n2-c2ccc3c(c2)OCCO3)cc1
Compound	46	47	48	49	50
hcGAS inh	-3.2	48.1*	-4.2	-3.6	-3.5
NPYLR7 agonist	-1.5	nt	5.8	-3.0	-7.2
mcGAS lum	-5.2	-4.6	nt	-4.5	nt

51	CN(C)c1nc(N)nc(CN2CCOc3ccc(F)cc32)n1
52	Clc1cccc(-c2cc3c(cn2)ncn3Cc2cccnc2)c1
53	CCOC(=O)c1cc(-c2cccc(NC(=O)c3ccc4ccccc4n3)c2)n(-c2ccccn2)n1
54	CCOc1ccccc1NC(=O)NC(C)c1nnc(SCc2ccccc2C)n1-c1ccc(C)cc1 (stereo not given)
55	c1ccc(-c2ncn(C3CCSC3)c2-c2cccn2-c2ncccn2)cc1 (stereo not given)
Compound	51	52	53	54	55
hcGAS inh	-8.2	-2.2	3.8	-12.6	-4.7
NPYLR7 agonist	-5.7	-4.2	6.8	-3.4	18.9
mcGAS lum	nt	-3.9	2.9	-5.7	nt

56	COc1ccc(/C=C(/NC(=O)c2ccccc2)C(=O)N/N=C\c2ccc[nH]2)cc1OC
57	CCn1nc(C)c(-c2c(-c3ccccc3)ncn2CCc2ccncc2)c1C
58	Cc1ccc(Cc2nc(N3CCCN(C(=O)Nc4ccccc4Br)CC3)c3c(-c4cccnc4)noc3n2)cc1
59	OCc1nc2ccc(-c3ccc(F)cc3Cl)cc2[nH]1
60	CC1OC(=O)C(C(=O)C(C)(C)C)=C(C(C)(C)C)O1 (stereo not given)
Compound	56	57	58	59	60
hcGAS inh	-2.5	-4.6	-4.0	-2.3	-8.7
NPYLR7 agonist	-8.3	1.9	17.8	1.3	-5.0
mcGAS lum	-1.8	nt	-5.9	-10.6	nt

61	c1ccc(CN2CCCCC2CCNc2ncnc3c2CCNC3)cc1 (stereo not given)
62	COc1ccc(CNC(=O)c2nn3c(C(F)(F)F)cc(-c4ccccc4)nc3c2Cl)cc1
63	COCc1ccc(C(=O)NC(C#N)c2ccccc2C)cc1 (stereo not given)
64	COCCCNC(=O)c1nn(-c2ccccc2F)c(=O)n(Cc2cccc(Cl)c2)c1=O
65	CC(=O)Nc1nc2nc(C)cc(C)n2[n+]1-c1ccccc1
Compound	61	62	63	64	65
hcGAS inh	-4.6	0.6	-15.9	-7.8	-6.5
NPYLR7 agonist	-0.7	10.0	7.6	9.5	-0.6
mcGAS lum	nt	-2.5	nt	-7.1	nt

66	COc1ccc(N2C(=O)C3C4C=CC(C4)C3(C(F)(F)F)C2=O)cc1 (stereo not given)
67	CN(Cc1ccccc1)C1(CNC(=O)C2CC(=O)c3ccccc32)Cc2ccccc2C1 (stereo not given)
68	COc1ccc(C(=O)N2CCN(C(=O)CCC3(Cc4ccc(Cl)cc4)CCC(=O)N3)CC2)cc1 (stereo not given)
69	COc1cc2c(cc1OC)C(c1ccccc1)N(C(=O)Nc1ccc(F)cc1)CC2 (stereo not given)
70	O=c1ccn(CCc2nnc(SCc3ccc(Cl)cc3)o2)c(=O)[nH]1
Compound	66	67	68	69	70
hcGAS inh	-6.7	-5.0	-8.3	-4.7	-5.3
NPYLR7 agonist	2.4	13.8	3.7	22.6	19.7
mcGAS lum	-5.0	-8.1	-12.3	-6.9	-10.8

71	COC(=O)c1ccccc1C(=O)N1CCCC(CO)(CCc2ccccc2)C1 (stereo not given)
72	CN(C)S(=O)(=O)c1ccc(C(=O)N2CCN=C2SCc2ccccc2)cc1
73	CCC1(CC)NC(=O)N(Cc2ccc(C#N)cc2)C1=O
74	Cc1ccc(Cc2nc(N3CCCN(C(=O)c4ccc(Cl)cc4Cl)CC3)c3c(C)nn(-c4ccc(F)cc4)c3n2)cc1
75	O=c1c(C2=NCCCCC2)c(NC2=NCCCCCC2)[nH]n1-c1ccccc1
Compound	71	72	73	74	75
hcGAS inh	0.3	-7.8	-3.7	-2.4	-6.5
NPYLR7 agonist	1.3	13.5	0.9	9.0	7.0
mcGAS lum	nt	nt	-6.0	-3.7	-4.9

76	CC(Cc1cccs1)C(=O)NCc1ccc(S(N)(=O)=O)cc1 (stereo not given)
77	CC(NC(=O)Nc1ccc(S(C)=O)cc1)c1ccc(F)c(F)c1 (stereo not given)
78	CCCCCN1CCN(c2nc3c(c(=O)[nH]c(=O)n3C)n2Cc2ccc(Br)cc2)CC1
79	CCCc1nc(N2CCN(C(=O)/C=C/c3ccccc3)CC2)c2c3c(sc2n1)CN(CC)CC3
80	Cc1noc(C)c1S(=O)(=O)Nc1ccc(OC(F)F)cc1
Compound	76	77	78	79	80
hcGAS inh	-1.0	-7.5	-7.4	-8.6	-4.8
NPYLR7 agonist	8.6	7.7	5.5	-1.5	-1.8
mcGAS lum	nt	nt	-6.2	-5.3	nt

81	O=C(NCc1ccccc1Cn1cccn1)c1ccc(-n2cnnc2)cc1
82	O=C(NCCc1cscn1)c1cc(COc2cccc(F)c2)[nH]n1
83	CCN(CC)c1ccc(-n2ccnc2)cc1
84	Cc1noc(-c2ccc(N(C)Cc3cccnc3)nc2)n1
85	CCN(CC)C(=O)Cn1cc(C(=O)O)nn1
Compound	81	82	83	84	85
hcGAS inh	-3.3	6.2	-4.3	-3.4	-0.2
NPYLR7 agonist	2.6	3.5	2.8	8.6	-2.0
mcGAS lum	-15.2	nt	-10.1	nt	-1.9
